Assay outcomes from PubChem.
N370S GC mod: inhibitors or activators of N370S glucocerebrosidase for Gaucher disease | P04062 | actives 0.092% (n = 330,000) | AID 2101 | Potency, µM (top dose mostly 59.4 µM), without a hit: at the highest dose activity change, negative = inhibition, most hits filed as inhibitors | N370S GC spleen homogenate, 4MU-glucoside fluorescence;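 further: 0% = full enzyme activity and -100% = no enzyme basal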
TDP1 inh: blocks human tyrosyl-DNA phosphodiesterase 1 | Potency, µM (doses to about 130 µM), for inactives: at the highest dose activity change, negative = inhibition, hits mostly inhibitors | actives 0.28% (n = 350,000) | AID 485290 | recombinant TDP1, AlphaScreen DNA substrate cleavage; further: nearly all actives have a fitted effect of over 40% in size
Target sequence (Q9NUW8 whole entry, looked up): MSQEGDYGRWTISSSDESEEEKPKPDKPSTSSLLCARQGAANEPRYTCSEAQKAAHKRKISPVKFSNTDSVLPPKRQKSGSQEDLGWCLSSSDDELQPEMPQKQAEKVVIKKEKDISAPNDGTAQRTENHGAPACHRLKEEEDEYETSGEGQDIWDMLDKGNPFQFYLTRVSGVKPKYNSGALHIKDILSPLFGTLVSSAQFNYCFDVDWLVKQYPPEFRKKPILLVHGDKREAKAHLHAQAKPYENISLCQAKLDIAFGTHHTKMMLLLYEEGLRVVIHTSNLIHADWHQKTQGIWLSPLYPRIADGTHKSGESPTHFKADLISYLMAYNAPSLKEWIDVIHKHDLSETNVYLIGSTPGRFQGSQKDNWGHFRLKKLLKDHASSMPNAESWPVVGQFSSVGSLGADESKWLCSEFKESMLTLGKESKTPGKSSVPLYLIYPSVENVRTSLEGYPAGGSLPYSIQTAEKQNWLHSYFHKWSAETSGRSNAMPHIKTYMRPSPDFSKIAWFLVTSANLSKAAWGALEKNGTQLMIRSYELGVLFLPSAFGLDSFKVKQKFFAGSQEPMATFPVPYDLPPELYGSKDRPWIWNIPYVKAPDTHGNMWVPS
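Compounds were preincubated with Tdp1 (1 nM final) for 15 min at room temperature before substrate (15 nM final) started a 5 min reaction; beads (10 ug/ml final) were then added for 10 min before AlphaScreen detection.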
TDP1 cell noCPT: qHTS for Inhibitors of human tyrosyl-DNA phosphodiesterase 1 (TDP1): qHTS in cells in absence of CPT; DT40 Tdp1-/- hTDP1 cells, no CPT, ATP luminescence, 48 h; Potency, µM (doses to about 46.2 µM), for inactives: top-dose activity change, negative = growth inhibition, actives largely listed as inhibitors; actives 15% (n = 420,000); further: nearly all actives have a fitted effect of over 55% in size
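Compound effects on proliferation are scored in DT40 Tdp1-/-;hTDP1 cells in the absence of CPT. ATP levels (CellTiter-Glo luminescence) are recorded after a ≥48 hr, 37 °C incubation.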
* = called active by the depositor; ? = inconclusive; / = not tested or not shown; & = joins results of further samples; [ ] = remark or other dose. The call rests on the fitted dose curve; in most records, active means well fitted curve in the direction sought with a large enough effect; inconclusive means small, poorly fitted or top-dose-only effect, or another doubt; inactive means no such curve, though single readings can be large; an effect the other way counts as inactive or inconclusive. Unless noted, on the % scale 0 is the no-effect control and ±100 the full control effect; potency means the concentration at half of the fitted maximal effect.

SMILES	N370S GC mod	TDP1 inh	TDP1 cell noCPT
COc1ccc(S(=O)(=O)N2CCN(C)CC2c2ccccc2)cc1OC (stereo not given)	-5%	9%	-6%
CCOC(=O)Cn1nnnc1C(C(C)C)N(Cc1cccs1)Cc1cc2cc(C)ccc2[nH]c1=O (stereo not given)	22%	6%	?
CCOC(=O)Nc1ccc2c(c1)N(C(=O)C(C)N1CCCC1)c1ccccc1CC2 (stereo not given)	6%	4%	?
O=C(Nc1ccc(F)c(F)c1)c1cc(S(=O)(=O)NC2CCCC2)ccc1F	/	5%	23µM*
COC(=O)c1ccc(NC(=O)CSc2n[nH]c(-c3ccncc3)n2)cc1	3%	-2%	-22%
CN(C)c1ccc(/C=N/n2ncc3ccccc32)cc1	?	-7%	-18%
COc1cc(C2C(C(=O)c3ccco3)=C(O)C(=O)N2CC2CCCO2)ccc1O (stereo not given)	-22%	/	-11%
COc1cccc(NC(=O)CN(C)C(=O)C2CCN(C(=O)c3ccccc3C)CC2)c1	0%	1%[0.505 µM]	-4%
CCCNC(=O)Nc1ccccc1SC	1%	-1%	8%
COc1ccccc1CNS(=O)(=O)c1c(C)[nH]c(C)c1C(=O)N1CCCCC1	-5%	2%	-8%
Cc1ccc2nc(Cl)c3cc(C(=O)NCCCN4CCCC4)sc3c2c1	-5%	3%	5.8µM*
Cn1c(NC(=O)c2ccc3c(c2)OCO3)cc(=O)n(C)c1=O	4%	0%	-7%
CCCCn1c(N)c(N(CC)C(=O)c2ccc(N3CCCC3=O)cc2)c(=O)[nH]c1=O	-2%	-11%[0.505 µM]	7%
CCCCNS(=O)(=O)c1ccc2nc(SCC(=O)Nc3sccc3C#N)[nH]c2c1	-5%	6%	?
CC(Oc1ccccc1)C(=O)Nc1nc2c(s1)C(=O)CC(C)(C)C2 (stereo not given)	-1%	0%	-6%
Cc1ccccc1CNC(=O)c1oc2c(c1C)-c1[nH]ncc1CC2	/	6%	?
CC1C(=O)N2CCCc3cc(S(=O)(=O)NCc4ccccc4Cl)cc1c32 (stereo not given)	1%	2%	-2%
COc1ccc(N(C(=O)C(C)C)S(=O)(=O)c2ccc3c(c2)n(C)c(=O)n3C)cc1	6%	2%	?
COC(=O)c1ccccc1NC(=O)c1cc(C)nc2c1c(C)nn2-c1ccc(C)cc1	/	0%	-5%
CCc1ccc(S(=O)(=O)Nc2c(C)nc3nc[nH]n3c2=O)cc1	-1%	-5%	18%
CCOc1ccc(CN2CCN(C(=O)c3cccc(F)c3)CC2)cc1	0%	-4%	-22%
COc1ccc(-c2oc(=O)c3cc(OC)c(OC)cc3c2C#CCCO)cc1	/	1%	21µM*
CC(=O)Nc1ccc2[nH]ccc2c1	-6%	/	2%
CCCCCCCC(=O)C(C)C(=O)N(C)[C@H](Cc1ccc(OC)cc1)C(=O)N(C)[C@H](C(N)=O)C(C)C (stereo not given in full)	/	-3%	23µM*

An excerpt from above, showing only TDP1 inh and N370S GC mod.
| Compound | TDP1 inh | N370S GC mod |
| --- | --- | --- |
| CC(Oc1ccccc1)C(=O)Nc1nc2c(s1)C(=O)CC(C)(C)C2 (stereo not given) | 0% | -1% |
| Cc1ccccc1CNC(=O)c1oc2c(c1C)-c1[nH]ncc1CC2 | 6% | / |

Further records follow:
SMILES	N370S GC mod	TDP1 inh	TDP1 cell noCPT
Fc1ccc(NC(=S)Nc2cc(Cl)ccc2Cl)cc1	-14%	-6%	?
COc1ccc(C(=O)C2CCCN(Cc3c(F)ccc(F)c3F)C2)c(OC)c1 (stereo not given)	-3%	3%	?
Cc1ccccc1S(=O)(=O)Cc1ccc(C(=O)NCc2ccccc2)o1	-6%	1%	5%
COc1ccc(NC(=O)NCCCCc2ccccc2)c(OC)c1	4%	2%	17%
O=c1[nH]c(C2CCN(S(=O)(=O)c3ccc(S(=O)(=O)NC4CC4)cc3)CC2)nc2c1nnn2Cc1cccc(F)c1	-22%	/	?
CCCCCn1c(SCc2cccc(C)c2)nc2c1c(=O)[nH]c(=O)n2C	?	/	?
CCS(=O)(=O)N1CCN(c2ccc(Cl)cc2[N+](=O)[O-])CC1	10%	0%	?
COc1ccc(CCNC(=O)/C=C/C(=O)O)cc1	2%	-3%	-7%
Cc1[nH]c(C)c(S(=O)(=O)Nc2ccccc2)c1C(=O)N1CCCC1	-2%	2%	11%
O=C(Cn1nc(-c2ccc(Cl)cc2)c2ccccc2c1=O)Nc1cccnc1	-14%	5%	-15%
COc1ccc(-c2cc3nc(CCl)[nH]c(=O)c3s2)cc1	?	5%	4.1µM*
COc1ccc(NC(=O)c2cccnc2NCCc2ccccc2)cc1	-6%	0%	?

Exported in CSV form: 21 of the compounds above.
SMILES,N370S GC mod,TDP1 inh,TDP1 cell noCPT
Cc1ccccc1CNC(=O)c1oc2c(c1C)-c1[nH]ncc1CC2,/,6%,?
CC1C(=O)N2CCCc3cc(S(=O)(=O)NCc4ccccc4Cl)cc1c32 (stereo not given),1%,2%,-2%
COc1ccc(N(C(=O)C(C)C)S(=O)(=O)c2ccc3c(c2)n(C)c(=O)n3C)cc1,6%,2%,?
COC(=O)c1ccccc1NC(=O)c1cc(C)nc2c1c(C)nn2-c1ccc(C)cc1,/,0%,-5%
CCc1ccc(S(=O)(=O)Nc2c(C)nc3nc[nH]n3c2=O)cc1,-1%,-5%,18%
CCOc1ccc(CN2CCN(C(=O)c3cccc(F)c3)CC2)cc1,0%,-4%,-22%
COc1ccc(-c2oc(=O)c3cc(OC)c(OC)cc3c2C#CCCO)cc1,/,1%,21µM*
CC(=O)Nc1ccc2[nH]ccc2c1,-6%,/,2%
CCCCCCCC(=O)C(C)C(=O)N(C)[C@H](Cc1ccc(OC)cc1)C(=O)N(C)[C@H](C(N)=O)C(C)C (stereo not given in full),/,-3%,23µM*
Fc1ccc(NC(=S)Nc2cc(Cl)ccc2Cl)cc1,-14%,-6%,?
COc1ccc(C(=O)C2CCCN(Cc3c(F)ccc(F)c3F)C2)c(OC)c1 (stereo not given),-3%,3%,?
Cc1ccccc1S(=O)(=O)Cc1ccc(C(=O)NCc2ccccc2)o1,-6%,1%,5%
COc1ccc(NC(=O)NCCCCc2ccccc2)c(OC)c1,4%,2%,17%
O=c1[nH]c(C2CCN(S(=O)(=O)c3ccc(S(=O)(=O)NC4CC4)cc3)CC2)nc2c1nnn2Cc1cccc(F)c1,-22%,/,?
CCCCCn1c(SCc2cccc(C)c2)nc2c1c(=O)[nH]c(=O)n2C,?,/,?
CCS(=O)(=O)N1CCN(c2ccc(Cl)cc2[N+](=O)[O-])CC1,10%,0%,?
COc1ccc(CCNC(=O)/C=C/C(=O)O)cc1,2%,-3%,-7%
Cc1[nH]c(C)c(S(=O)(=O)Nc2ccccc2)c1C(=O)N1CCCC1,-2%,2%,11%
O=C(Cn1nc(-c2ccc(Cl)cc2)c2ccccc2c1=O)Nc1cccnc1,-14%,5%,-15%
COc1ccc(-c2cc3nc(CCl)[nH]c(=O)c3s2)cc1,?,5%,4.1µM*
COc1ccc(NC(=O)c2cccnc2NCCc2ccccc2)cc1,-6%,0%,?

Continuation.
SMILES	N370S GC mod	TDP1 inh	TDP1 cell noCPT
CCNC(=S)NNC(=O)c1ccccc1Cl	1%	4%	-3%
O=C(O)c1cc2c(cc1NC(=O)c1ccccc1OC(F)F)OCCCO2	0%	5%	-11%
C=CCNC(=O)/C(=C\c1ccc(Br)cc1)NC(=O)c1ccccc1OC	0%	3%	5%
O=C(Nc1c(C(=O)Nc2ccccc2F)oc2ccccc12)c1cc2ccccc2o1	/	6%	?
CCc1ccc(NC(=O)CC2C(=O)N(c3ccc(Cl)cc3)C(=O)N2C2CCCC2)cc1 (stereo not given)	/	6%	18µM*
Cc1ccc(Cc2cnc(NC(=O)C3CCCO3)s2)cc1 (stereo not given)	-11%	0%	-29%
COc1ccccc1CCC(=O)OCC(=O)Nc1ccc(C)c(S(=O)(=O)N2CCCCC2)c1	2%	0%	-3%
Cc1cccn2cc(CCNC(=O)c3ccc(Br)o3)nc12	-4%	-1%	-19%
COc1ccc(/C=C/C(=O)c2c(C)nc3ccccn23)cc1	3%	2%	-9%
CCOc1ccccc1C(=O)NC(C(=O)NCc1ccc(F)cc1)C(C)C (stereo not given)	0%	1%	?
CC1(C)CC(=O)C2=C(C1)Nc1ccccc1S2	-5%	7%	?
Cc1ccc(C(=O)NCC(=O)Nc2ccc(C)c(S(=O)(=O)Nc3ccc(Cl)cc3)c2)s1	6%	-3%	?
CCOc1ccc(NC(=O)c2ccc(S(=O)(=O)N3CCOCC3)cc2)cc1	1%	11%	-10%
O=C1c2ccccc2C(O)(c2ncc[nH]2)N1CCc1ccccc1 (stereo not given)	-8%	7%	9%
NS(=O)(=O)c1ccc2nc(NC(=O)COc3ccccc3)sc2c1	/	5%	0%
COc1cc(NC(=O)c2nnn(Cc3ccc(SC)cc3)c2N)cc(OC)c1	10%	7%	29µM*
CCN(Cc1ccccc1)C(=O)c1[nH]c2ccc(OC)cc2c1C	-12%	/	?
CCCCCC(=O)Nc1c2c(nc3ccccc13)CCC2	-3%	2%	-1%
O=C(CSc1nc(Nc2ccccc2)nc(N2CCOCC2)n1)N1CCc2ccccc21	5%	2%	18µM*
COc1ccc(-c2noc(CCC(=O)N3CCN(c4ccccc4C)CC3)n2)cc1	/	0%[56.1 µM]	-17%
Cc1cc(C)n(C(=O)CNC(=O)C2COc3ccccc3O2)n1 (stereo not given)	5%	3%	-21%
O=C(CSc1nnc(-c2cccnc2)n1Cc1ccco1)c1ccc(Br)cc1	5%	5%	-46%
Cc1ccc(OCC(=O)NC(=S)Nc2ccc(S(=O)(=O)Nc3cc(C)on3)cc2)c(Br)c1	0%	1%	-5%
COc1cccc(/C=N/NC(=O)N/N=C/c2cccc(OC)c2O)c1O	-12%	/	3.7µM*
CCC(COC)NCc1cn(-c2ccc(OC)cc2)nc1-c1cccc(F)c1 (stereo not given)	-2%	-3%	23µM*
COc1ccc(NC(=O)C2CCN(c3cnccn3)CC2)cc1OC	-5%	12%	-23%
CC(=O)Nc1ccccc1NC(=O)c1ccccc1	6%	11%	7%
Cc1ccc(CN2CC(C(=O)Nc3cccc(C)n3)CC2=O)cc1 (stereo not given)	1%	1%[0.505 µM]	-9%
Cc1ccc(OCc2ccccc2C)c([N+](=O)[O-])n1	-2%	0%	?
O=C(Cn1c(=O)n(Cc2ccc(F)cc2)c(=O)c2ccccc21)NCC1CCCO1 (stereo not given)	-3%	13%	-26%
CC(C(=O)Nc1ccc2nccnc2c1)N1C(=O)C2C3C=CC(C3)C2C1=O (stereo not given)	-12%	0%	?
CC(Oc1ccc(Cl)cc1Cl)/C(N)=N/O (stereo not given)	11%	-2%	-2%
CCOc1ccccc1OC(=O)c1cc2ccccc2oc1=O	1%	4%	?
O=C(Cc1cccc2ccccc12)NN1C(=O)/C(=C\c2cccnc2)SC1=S	-9%	/	?
COc1ccc(-c2cc(C(=O)Nc3cc(Br)ccc3O)no2)cc1	-1%	/	?
CN1CCN(c2ccc(NC(=O)c3cc4ccccc4o3)cc2)CC1	2%	/	?
CCN(CC)S(=O)(=O)c1cccc(-c2nnc(SCc3ncc(-c4ccccc4)o3)n2C)c1	?	6%	18µM*
COc1ccccc1NC(=O)CN1C(=O)NC(CC(C)C)C1=O (stereo not given)	-2%	-3%	-5%
CCCCCC[N+](C)(C)CC/C=C1/c2ccccc2Sc2ccc(Cl)cc21	?	5%	5.8µM*
COC(=O)N1[C@H](C)C=C[C@]1(Cc1ccccc1)C(=O)O	15%&10%	-8%&4%	-3%
COc1ccc(C(=O)COC(=O)c2ccc3c(c2)OCO3)c(OC)c1	/	-6%[56.1 µM]	-9%
C(=N\N1CCOCC1)/c1ccsc1	-9%	/	8%
CCOC(=O)[C@H]1[C@H]2COc3ccc(Cl)cc3[C@@H]2N2C(=O)c3ccc(Cl)cc3NC(=O)[C@@]12C	?	3%	18µM*

Not all compounds are listed; count on the stated rates, not on these rows.
